FBPA Giardia inh = blocks Giardia fructose-bisphosphate aldolase activity; A8B2U2; purified Giardia FBPA; Potency, µM (top dose mostly 59.6 µM), for inactives: top-dose activity, negative = inhibition, usual class: inhibitors; 290,000 compounds, 0.71% hits; AID 2451; further: potency means the concentration at half of the fitted maximal effect; nearly all actives have a fitted effect of over 55% in size
Target sequence (A8B2U2 whole entry, looked up): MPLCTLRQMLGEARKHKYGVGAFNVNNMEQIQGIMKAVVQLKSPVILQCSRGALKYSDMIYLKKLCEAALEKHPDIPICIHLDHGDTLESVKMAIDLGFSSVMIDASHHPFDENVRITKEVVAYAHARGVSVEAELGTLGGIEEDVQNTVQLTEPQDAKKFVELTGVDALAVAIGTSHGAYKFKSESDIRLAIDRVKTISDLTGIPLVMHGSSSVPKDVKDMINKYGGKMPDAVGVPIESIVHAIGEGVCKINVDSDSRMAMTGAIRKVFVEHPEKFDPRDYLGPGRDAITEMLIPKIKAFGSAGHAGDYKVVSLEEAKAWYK
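Giardia FBPA (40 nM reagent) was preincubated 10 min at RT with compound (up to 57.5 uM final), then substrate plus GAPDH/TPI/NAD/arsenate coupling system with diaphorase/resazurin was added; resorufin fluorescence (525/598 nm) was read after 20 min.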
AmpC inh no detg = AmpC beta-lactamase inhibition without detergent; P00811; AmpC nitrocefin hydrolysis, absorbance 480 nm, 0.0001% Triton; Potency, µM (doses to about 57.1 µM), for the others: at the top dose activity change, negative = inhibition, hits mostly inhibitors; 330,000 compounds, 0.52% hits; AID 485341;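 further: potency means the concentration at half of the fitted maximal effect; plate controls were no compound for no effect and no enzyme for full effect; nearly all actives have a fitted effect of over 20% in size; some results filed as inactive show a strong effect at the top dose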
Target sequence (P00811 whole entry, looked up): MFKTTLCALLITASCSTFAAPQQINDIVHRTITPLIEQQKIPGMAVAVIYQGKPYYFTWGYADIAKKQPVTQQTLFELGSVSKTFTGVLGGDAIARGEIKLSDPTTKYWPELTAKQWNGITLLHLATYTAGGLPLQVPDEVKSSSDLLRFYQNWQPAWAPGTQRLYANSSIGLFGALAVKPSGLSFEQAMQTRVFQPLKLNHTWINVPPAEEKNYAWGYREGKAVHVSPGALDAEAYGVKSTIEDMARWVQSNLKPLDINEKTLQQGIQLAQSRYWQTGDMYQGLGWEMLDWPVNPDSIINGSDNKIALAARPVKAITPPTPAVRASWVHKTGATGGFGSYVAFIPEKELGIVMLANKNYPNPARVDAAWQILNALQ
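AmpC (5.3 nM in the dispensed reagent) in 20 mM phosphate pH 7.0 with 0.01% (detergent screen) or 0.0001% Triton X-100 was preincubated with compounds for 15 min at room temperature. Nitrocefin was then added from an 800 uM solution, and hydrolysis was followed at 480 nm.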
Sm TGR inh = blocks Schistosoma mansoni thioredoxin glutathione reductase; Potency, µM (highest dose often 114 µM), for the others: at the highest dose activity change, negative = inhibition, hits mostly inhibitors; 360,000 compounds, 3% hits; Q962Y6; AID 485364; purified TGR, DTNB reduction, TNB absorbance 405 nm; further: potency means the concentration at half of the fitted maximal effect; nearly all actives have a fitted effect of over 60% in size
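Kinetic colorimetric format: TGR-catalysed, NADPH-driven DTNB reduction monitored via TNB absorbance. Enzyme dispensed at 20 nM; compound exposure 15 min at room temperature before reaction start.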
AmpC detergent = AmpC beta-lactamase inhibition with detergent present; Potency, µM (doses to about 114 µM), without a hit: at the top dose activity change, negative = inhibition, actives largely listed as inhibitors; P00811; 370,000 compounds, 0.041% hits; AmpC hydrolysis of nitrocefin, absorbance 480 nm, 0.01% Triton;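 further: potency means the concentration at half of the fitted maximal effect; 0% = no-compound wells and -100% = no-enzyme wells; nearly all actives have a fitted effect of over 25% in size; some results filed as inactive show a strong effect at the top dose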
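20 mM phosphate pH 7.0 + 0.01% (detergent screen) or 0.0001% Triton X-100; 5.3 nM AmpC reagent; cpd preinc 15 min RT; nitrocefin (800 uM stock) to start; A480 q20 s × 4 min; Activity was normalised to no-enzyme and no-compound control wells.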
HCV inhibitor = HCV inhibition; Potency, µM (doses to about 41.8 µM), for the others: top-dose activity change, negative = inhibition, usual class: inhibitors; 340,000 compounds, 3.4% hits; Huh7.5.1 HCVcc-Cre infection, luciferase reporter, 44 h; AID 651820; further: potency means the concentration at half of the fitted maximal effect
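1,000 cells/well; 4 h culture; + compound; + HCVcc-Cre (~0.5 moi); 44 h; luciferase substrate, RT 15 min; read 15 sec.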
HCMV antiviral = inhibitors of human cytomegalovirus. HFF cells, HCMV-luciferase reporter, 72 h; hits give low values. activity change, negative = inhibition, % at 57.5 µM. 410,000 compounds, 4.5% hits; in the data active means activity change below about -60%; inconclusive means no clear call, values can overlap the other calls; inactive means above about -39%
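HFF cells seeded 16 h at 37C, treated with compounds, infected with luciferase-reporter HCMV at MOI 1 PFU/cell; luciferase read at 72 h post infection, normalized to buffer-only and Salinomycin controls.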
* = called active by the depositor; ? = inconclusive; / = no result given; & = joins results of further samples; [ ] = remark or other dose. Unless noted, the call rests on the fitted dose curve; in most records, active means well fitted curve in the direction sought with a large enough effect; inconclusive means small, poorly fitted or top-dose-only effect, or another doubt; inactive means no such curve, though single readings can be large; an effect the other way counts as inactive or inconclusive. Unless noted, on the % scale 0 is the no-effect control and ±100 the full control effect.

The first 16 entries (preview)
SMILES	FBPA Giardia inh	AmpC inh no detg	Sm TGR inh	AmpC detergent	HCV inhibitor	HCMV antiviral
CCN(C(=O)COC(=O)Cc1c(F)cccc1Cl)c1c(N)n(Cc2ccccc2)c(=O)[nH]c1=O	/	28%	-3%	0%	16%	3
Cn1nnnc1Sc1ncnc2scc(-c3ccccc3)c12	8%	-11%	1%	?	-3%	-67*
Cn1cccc1C(=O)NC(=O)COC(=O)CCNS(=O)(=O)c1cccc(C(F)(F)F)c1	/	-6%	2%	3%	10%	-11
Cc1ccc(N2C(=O)N(CC(=O)C(C)(C)C)c3ccccc3S2(=O)=O)cc1C	/	/	-6%	-3%	/	-6
CCOc1ccc(CN(C)CC(=O)NCc2ccccc2)cc1	6%	2%	2%	-7%	-16%	-10
O=C(N/N=C1\CCCc2ccccc21)c1ccccc1[N+](=O)[O-]	-9%	-22%	-7%	0%	-3%	17
CCOC(=O)c1cccc(-n2nnc3c(sc4nc(C)c(Br)c(C)c43)c2=O)c1	/	/	8%	28%	/	?
O=C1c2ccccc2C(=O)N1c1ccc(-c2nc3ccccc3o2)cc1	6%	-10%	0%	3%	/	/
COc1cc(C(=O)N(CCc2ccccc2)C2=CC3CCC(C2)N3C)cc(OC)c1OC (stereo not drawn)	-16%	-7%	-8%	-9%	-5%	18
O=C(Nc1ccc(-c2nc3cc(NC(=O)c4ccccc4F)ccc3o2)cc1)c1ccccc1F	/	/	0%	-6%	/	6
O=C(CSc1nnc2ccc(-c3ccc(Br)cc3)nn12)NCC1CCCO1 (stereo not drawn)	/	?	1%	0%	-17%	7
Cn1cc(CN2CCCC(CO)(Cc3ccccc3)C2)cn1 (stereo not drawn)	3%	-22%	3%	10%	15%	-21
O=C(COc1ccc(F)cc1)OCCN1CCOCC1	-12%	-21%	8%	-10%	12%	54
OCC[C@@H]1C[C@H](O)[C@@H](O)[C@@]2(Cc3ccccc3CO2)O1	-6%	-15%	-15%	-11%	8%	-6
O=C(c1ccc(F)cc1F)N1CCN(c2n[nH]c(=O)[nH]c2=O)CC1	20%	-28%	5%	1%	3%	-8
CCN1C(=O)/C(=C2/Sc3ccc(OC)cc3N2C)SC1=Nc1ccc(OC)cc1	-4%	-11%	10%	-8%	1%	30

All compounds of this part (from the top)
SMILES	FBPA Giardia inh	AmpC inh no detg	Sm TGR inh	AmpC detergent	HCV inhibitor	HCMV antiviral
CCN(C(=O)COC(=O)Cc1c(F)cccc1Cl)c1c(N)n(Cc2ccccc2)c(=O)[nH]c1=O	/	28%	-3%	0%	16%	3
Cn1nnnc1Sc1ncnc2scc(-c3ccccc3)c12	8%	-11%	1%	?	-3%	-67*
Cn1cccc1C(=O)NC(=O)COC(=O)CCNS(=O)(=O)c1cccc(C(F)(F)F)c1	/	-6%	2%	3%	10%	-11
Cc1ccc(N2C(=O)N(CC(=O)C(C)(C)C)c3ccccc3S2(=O)=O)cc1C	/	/	-6%	-3%	/	-6
CCOc1ccc(CN(C)CC(=O)NCc2ccccc2)cc1	6%	2%	2%	-7%	-16%	-10
O=C(N/N=C1\CCCc2ccccc21)c1ccccc1[N+](=O)[O-]	-9%	-22%	-7%	0%	-3%	17
CCOC(=O)c1cccc(-n2nnc3c(sc4nc(C)c(Br)c(C)c43)c2=O)c1	/	/	8%	28%	/	?
O=C1c2ccccc2C(=O)N1c1ccc(-c2nc3ccccc3o2)cc1	6%	-10%	0%	3%	/	/
COc1cc(C(=O)N(CCc2ccccc2)C2=CC3CCC(C2)N3C)cc(OC)c1OC (stereo not drawn)	-16%	-7%	-8%	-9%	-5%	18
O=C(Nc1ccc(-c2nc3cc(NC(=O)c4ccccc4F)ccc3o2)cc1)c1ccccc1F	/	/	0%	-6%	/	6
O=C(CSc1nnc2ccc(-c3ccc(Br)cc3)nn12)NCC1CCCO1 (stereo not drawn)	/	?	1%	0%	-17%	7
Cn1cc(CN2CCCC(CO)(Cc3ccccc3)C2)cn1 (stereo not drawn)	3%	-22%	3%	10%	15%	-21
O=C(COc1ccc(F)cc1)OCCN1CCOCC1	-12%	-21%	8%	-10%	12%	54
OCC[C@@H]1C[C@H](O)[C@@H](O)[C@@]2(Cc3ccccc3CO2)O1	-6%	-15%	-15%	-11%	8%	-6
O=C(c1ccc(F)cc1F)N1CCN(c2n[nH]c(=O)[nH]c2=O)CC1	20%	-28%	5%	1%	3%	-8
CCN1C(=O)/C(=C2/Sc3ccc(OC)cc3N2C)SC1=Nc1ccc(OC)cc1	-4%	-11%	10%	-8%	1%	30
O=C(N/N=C/c1ccco1)c1ccc(NC(=O)c2ccc(Cl)cc2)cc1	13%	-22%	25%	4%	17%	3
CC(=O)N(Cc1nc2sc(C)c(C)c2c(=O)[nH]1)C1CCCC1	-3%	-17%	0%	-1%	-29%	-37
CCc1nnc(NC(=O)CSc2ccc(-c3ccccc3OC)nn2)s1	0%	-25%	1%	?	19%	32
CNC(=O)C(NC(=O)c1ccccc1)=C(C)C	1%	4%	-6%	-5%	19%	8
CC(C)CCNC(=O)C(c1ccncc1)N(Cc1cccs1)C(=O)Cn1nnc(-c2ccc(F)cc2)n1 (stereo not drawn)	-12%	103%[activator]	?	?	?	14
O=C(Nc1ccc(F)cc1F)NC1CC1	1%	-7%	2%	-6%	8%	-12
CN(C)C(=O)C[n+]1ccc(/C=N/O)cc1	-4%	1%	-3%	0%	-9%	-29
C=CCn1c(SCC(=O)N(C)C2CCS(=O)(=O)C2)nc2ccccc2c1=O (stereo not drawn)	0%	-3%	12%	-6%	5%	-23
COc1ccc(Cn2c(=O)[nH]c3cc(C(=O)NCCCN4CCCC4)ccc3c2=O)cc1	-8%	26%	8%	-13%	?	16

Entries of single compounds from above.
O=C(N/N=C1\CCCc2ccccc21)c1ccccc1[N+](=O)[O-] is listed with FBPA Giardia inh: -9%; AmpC inh no detg: -22%; Sm TGR inh: -7%; AmpC detergent: 0%; HCV inhibitor: -3%; HCMV antiviral: 17
COc1ccc(Cn2c(=O)[nH]c3cc(C(=O)NCCCN4CCCC4)ccc3c2=O)cc1 is listed with FBPA Giardia inh: -8%; AmpC inh no detg: 26%; Sm TGR inh: 8%; AmpC detergent: -13%; HCV inhibitor: ?; HCMV antiviral: 16

(next part)
SMILES	FBPA Giardia inh	AmpC inh no detg	Sm TGR inh	AmpC detergent	HCV inhibitor	HCMV antiviral
O=C(NCCCCC(NC(=O)c1ccc([N+](=O)[O-])cc1)C(=O)O)c1ccc([N+](=O)[O-])cc1 (stereo not drawn)	0%	-8%	-18%	0%	9%	3
C/C(=C\C(=O)c1ccccc1)NNc1nc2ccccc2s1	1%	-46%	0%	-7%	0%	109
COc1ccc(OCCNC(=O)c2cc(C3CC3)nc3c2cnn3C(C)C)cc1	/	3%	0%	3%	?	-24
CCOc1ccc(NC(=O)c2ccc3c(=O)n(-c4ccc(OC)cc4OC)c(=S)[nH]c3c2)cc1	29%	-14%	-1%	-10%	/	-82*
N#C/C(=C/c1ccc(OCc2ccccc2)cc1)C(=O)NC1CCCCC1	0%	?	1%	2%	-10%	63
Cn1c(SCC(=O)c2ccccc2)nnc1-c1ccco1	4%	-15%	?	2%	-9%	57
CCn1nnc2cc(C(=O)Nc3ccc(C(=O)OC(C)C)cc3)ccc21	/	-4%	/	/	?	-4
Cc1ccc(/C(N)=N/OC(=O)c2ccco2)cc1	2%	-32%	1%	-4%	9%	38
COc1nc(N(C)S(=O)(=O)c2ccc(C)cc2)nc(C)c1Br	-6%	-54%	9%	?	-18%	-27
CCN(CC)S(=O)(=O)c1ccc(NS(=O)(=O)c2ccc(F)cc2)cc1	7%	-43%	6%	-13%	-12%	3
CN(C)c1ccc(NC(=O)Cn2cc(S(=O)(=O)Cc3ccccc3Cl)c3ccccc32)cc1	/	/	-11%	4%	/	70
C=CCNc1cc(N2CCCC2)ccc1[N+](=O)[O-]	-3%	-15%	8%	1%	?	-27
O=C1CC(c2cccc(Cl)c2)CC(O)=C1C=Nc1cccc(Cl)c1 (stereo not drawn)	4%	-19%	1%	-2%	-9%	-39
CCS(=O)(=O)Nc1cccc(C(=O)O)c1	4%	-18%	-4%	7%	10%	/
Cc1ccc2c(NC(=O)c3ccco3)cccc2n1	3%	-12%	-7%	-3%	-6%	50
CCCCC(=O)NNC(=S)NC(=O)CCC	?	-11%	-9%	1%	-8%	68
Cc1csc(=O)n1CC(=O)OCC(=O)Nc1ccc(Cl)cc1F	/	-13%	0%	-18%	10%	6
Cc1cccc(C(C)C)c1NC(=O)Cn1c(=O)oc2cc(S(=O)(=O)N3CCCC3)ccc21	/	/	3%	18%	/	-11
CCOc1ccc(CCN2C(=O)c3cccnc3C2=O)cc1OCC	0%	-4%[2.29 µM]	-3%	-9%	1%	-31
Cc1cccc(NC(=O)c2onc3c2CCCC3)n1	-3%	2%	4%	2%	-6%	-23
COCCCNC(=O)CCCn1c(=O)c2ccccc2n(CC(=O)Nc2c(C)cccc2C)c1=O	6%	-3%	10%	3%	16%&-3%	8
COc1ccc(C(=O)c2c3ccc(C(F)(F)F)cc3[n+]([O-])n2CCCN)cc1	/	56%	-31%	-3%	0%	-30
O=C(Cc1cccs1)NCc1ccc2c(c1)OCO2	4%	-19%	3%	-16%	18%	73
COc1ccc(C(=O)O)cc1S(=O)(=O)Nc1cccc(C)c1	8%	-2%	0%	-11%	-8%	-4
Cc1c(C(=O)NCc2c(F)cc(F)cc2F)oc2ccc(S(=O)(=O)N3CCOCC3)cc12	7%	70%[activator]	-9%	-5%	?	?

Later entries
SMILES	FBPA Giardia inh	AmpC inh no detg	Sm TGR inh	AmpC detergent	HCV inhibitor	HCMV antiviral
CC(=O)NC(NC(C)=O)c1ccc(N(C)C)cc1	-6%	-6%	-21%	-1%	3%	-28
C1CCC2(CC1)C1=C(CCCC1)Nc1nnnn12	-20%	-19%	45µM*	?	7%	-93*
CCOC(=O)c1cccc(NC(=O)NCc2ccc3c(c2)CCN3C(=O)CC)c1	/	/	3%	21%	/	15
CCCCN(C(=O)C1CSC2(C)CCC(=O)N12)c1c(N)n(CC(C)C)c(=O)[nH]c1=O (stereo not drawn)	/	-15%	2%	?	12%	?
CC1CCC(C(C)C)C(OC(=O)Cn2c(-c3ccccc3)[n+](C)c3ccccc32)C1 (stereo not drawn)	-3%&-1%	113%&90%[activator]	0%&6%	-2%&-14%	?	-100*
CC(C)(C)[C@H](N)C(=O)N[C@H]1CCC2C3CC=C4C[C@@H](O)CC[C@]4(C)C3CC[C@@]21C (stereo partly drawn)	/	-22%	/	/	11µM*	-99*
CCc1ccc(N2C(=O)CS(=O)(=O)C23C(=O)N(Cc2ccccc2F)c2ccccc23)cc1 (stereo not drawn)	/	/	42%[activator]	24%	/	-7
COc1ccc(NC(=O)CC2(CC(=O)N3CCOCC3)CCCC2)cc1Cl	/	39%[activator]	-7%	-2%	-7%	-4

Bioassay records (PubChem)
